# From PubChem
# APEX1 inh: inhibitors of human APE1 endonuclease | P27695 | recombinant APE1, TAMRA/BHQ-2 abasic DNA cleavage fluorescence | Potency, µM (series often up to 65.8 µM), inactives show at the highest dose activity change, negative = inhibition, most hits filed as inhibitors | hit rate 0.35% among 350,000 | AID 2517;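 further: plate controls were vehicle for no effect and reference inhibitor for full effect; nearly all actives have a fitted effect of over 55% in size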
# Target sequence (P27695 whole entry, looked up): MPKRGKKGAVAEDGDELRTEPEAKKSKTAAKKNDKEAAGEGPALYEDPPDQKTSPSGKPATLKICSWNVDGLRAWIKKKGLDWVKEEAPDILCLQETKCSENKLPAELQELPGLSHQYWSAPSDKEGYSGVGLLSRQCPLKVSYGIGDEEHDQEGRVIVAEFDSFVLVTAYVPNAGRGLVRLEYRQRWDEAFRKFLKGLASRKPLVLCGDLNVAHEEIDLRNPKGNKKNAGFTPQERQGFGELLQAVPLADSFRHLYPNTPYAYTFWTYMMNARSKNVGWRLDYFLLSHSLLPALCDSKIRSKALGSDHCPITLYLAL
#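 Endonuclease cleavage of a quenched abasic-site DNA duplex (50 nM) by APE1 (0.75 nM) was tracked by TAMRA dequenching. Compounds were preincubated with enzyme 15 min at room temperature; data normalized to buffer-only and DMSO wells plus NSC13755 control.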
# Anesthetic bind: candidate novel general anesthetic via apoferritin binding; Potency, µM (highest dose often 77.5 µM), for the others: top-dose activity change, negative = displacement, actives largely listed as inhibitors; AID 485281; apoferritin/1-aminoanthracene competitive binding, fluorescence; P02791; hit rate 0.074% among 350,000; further: on the % scale 0 is the no-effect control and ±100 the full control effect; nearly all actives have a fitted effect of over 20% in size
# Target sequence (P02791 2-175 limits assumed): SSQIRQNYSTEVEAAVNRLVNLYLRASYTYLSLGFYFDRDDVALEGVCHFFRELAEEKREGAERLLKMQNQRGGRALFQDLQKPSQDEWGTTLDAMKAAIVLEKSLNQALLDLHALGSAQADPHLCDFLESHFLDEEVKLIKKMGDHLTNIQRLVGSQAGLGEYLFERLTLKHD
#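 Probe: 1-aminoanthracene (50% saturated, PBS). Protein: horse-spleen apoferritin, 10 uM. Incubation: 10 min, room temperature. Detection: 380 nm excitation, 535 nm emission. Analysis: normalized response, four-parameter Hill.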
# Pol kappa inh: DNA polymerase kappa (human) inhibition; Q9UBT6; purified Pol kappa, fluorescent DNA synthesis assay, 10 min; Potency, µM (series often up to 107 µM), without a hit: at the highest dose activity, negative = inhibition, usual class: inhibitors; hit rate 0.53% among 400,000; AID 588579; further: on the % scale 0 is the no-effect control and ±100 the full control effect
#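 Readout: fluorescence, taken kinetically at 0 and 10 min. Conditions: 10 nM Pol kappa, 15 min RT compound preincubation, 50 nM substrate final. Controls: enzyme-free buffer wells.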
# BAZ2B block: blocks human BAZ2B | Q9UIF8 | AID 504333 | Potency, µM (series often up to 114 µM), for inactives: top-dose activity change, negative = inhibition, actives largely listed as inhibitors | hit rate 4.4% among 360,000 | AlphaScreen BAZ2B-H3K14Ac peptide displacement; further: on the % scale 0 is the no-effect control and ±100 the full control effect; nearly all actives have a fitted effect of over 60% in size
#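 AlphaScreen luminescence quantifies BAZ2B engagement of H3K14Ac peptide; the protein and biotinylated peptide are both at 50 nM final, buffer PBS pH 7.4 with 0.01% Tween-20, all steps at room temperature.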
# G9a block: G9a (human) methyltransferase inhibition; Q96KQ7; G9a H3K9 monomethylation, AlphaScreen, 2 h; Potency, µM (titrated, usually from 102 µM), without a hit: at the top dose activity, negative = inhibition, hits mostly inhibitors; hit rate 8.8% among 350,000; further: on the % scale 0 is the no-effect control and ±100 the full control effect; nearly all actives have a fitted effect of over 75% in size
# Target sequence (Q96KQ7 913-1193 limits assumed): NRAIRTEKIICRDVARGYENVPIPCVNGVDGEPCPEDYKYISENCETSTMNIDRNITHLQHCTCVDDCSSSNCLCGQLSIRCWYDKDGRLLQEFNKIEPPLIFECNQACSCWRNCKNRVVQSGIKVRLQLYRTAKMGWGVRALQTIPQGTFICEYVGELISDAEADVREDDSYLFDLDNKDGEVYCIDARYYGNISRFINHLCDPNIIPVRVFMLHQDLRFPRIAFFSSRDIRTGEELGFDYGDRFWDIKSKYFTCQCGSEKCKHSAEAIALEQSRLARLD
#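 Quantitative HTS format: methyltransferase activity on a biotin-tagged H3K9 peptide is measured by AlphaScreen, using a rabbit anti-monomethyl-H3K9 antibody with streptavidin donor and anti-IgG acceptor beads. Final levels are 20 nM enzyme, 500 nM peptide, 20 uM SAM; 2 h RT.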
# POLH inh: blocks human DNA polymerase eta activity. Q9Y253. hit rate 1.2% among 390,000. AID 588591. recombinant Pol eta, fluorescent DNA replication assay. Potency, µM (doses to about 114 µM), for the others: at the top dose activity change, negative = inhibition, hits mostly inhibitors; further: on the % scale 0 is the no-effect control and ±100 the full control effect
#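 Pol eta at 10 nM preincubated with compounds 15 min at room temperature; reaction started with fluorescent substrate (50 nM final) and read kinetically at 0 and 10 min.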
# Pol beta inh: DNA polymerase beta (human) inhibition. hit rate 1.3% among 340,000. Pol beta primer extension/strand displacement, fluorescence kinetic. Potency, µM (series often up to 114 µM), for inactives: top-dose activity change, negative = inhibition, actives largely listed as inhibitors. P06746; further: on the % scale 0 is the no-effect control and ±100 the full control effect
#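 Kinetic readout of DNA synthesis with strand displacement by Pol beta. Compound and 10 nM enzyme sit 15 min at room temperature; 50 nM substrate starts the reaction, read immediately and at 10 min.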
# POLI inh: DNA polymerase iota (human) inhibition; Q9UNA4; Pol iota fluorescent replication assay, 10 min; Potency, µM (top dose mostly 115 µM), inactives show at the highest dose activity, negative = inhibition, usual class: inhibitors; hit rate 1% among 390,000; AID 588590
#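 Pol iota at 10 nM preincubated 15 min with compounds at room temperature; reaction started with fluorescent substrate, 50 nM final. Fluorescence read kinetically at 0 and 10 min; buffer-only wells as negative control.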
# BLM inh: blocks DNA unwinding by human BLM helicase. P54132. recombinant BLM DNA unwinding, fluorescence dequenching. Potency, µM (top dose mostly 56.1 µM), inactives show top-dose activity change, negative = inhibition, actives largely listed as inhibitors. hit rate 0.2% among 350,000. AID 2528;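 further: plate controls were vehicle for no effect and no enzyme for full effect; nearly all actives have a fitted effect of over 35% in size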
# * marks the source's active call; other numbers are inactive results; ? = inconclusive; . = no result given; & = joins results of further samples; [ ] = another dose, or the depositor's remark. The call rests on the fitted dose curve; in most records, active means well fitted curve in the direction sought with a large enough effect; inconclusive means small, poorly fitted or top-dose-only effect, or another doubt; inactive means no such curve, though single readings can be large; an effect the other way counts as inactive or inconclusive. Potency means the concentration at half of the fitted maximal effect. An excerpt. The share of hits here may be higher or lower than overall.
mol	Pol beta inh	Anesthetic bind	APEX1 inh	POLH inh	POLI inh	BAZ2B block	G9a block	Pol kappa inh	BLM inh
CCC(=O)NC(Nc1ccccn1)(C(=O)OC)C(F)(F)F (stereo not drawn)	-9.5%	4.1%	2.4%	-6.4%	0.3%	1.4%	20.2%	-2.0%	-0.7%
Cc1ccc(-c2sc(C(=O)NN)c(C)c2C#N)cc1	16.5%	2.9%	-2.2%	-24.5%	-3.0%[58.9 µM]	13.0%	29.9%[59 µM]	-10.2%	-6.7%
O=C(NC1CC(=O)N(c2ccccc2)C1)c1ccc(Br)o1 (stereo not drawn)	20.6%	-7.7%	.	-4.0%	19.2%	-2.4%	-2.7%[59 µM]	-1.7%[60.1 µM]	1.8%
C/C(=N\NC(=O)C(C)Sc1ccccc1)C(C)(C)C (stereo not drawn)	-22.1%	-17.3%	-5.7%	1.7%	5.7%	6.1%[57.1 µM]	36.0%[activator]	-2.4%	-2.9%
Cc1ccccc1CNC(=O)c1ccccc1NC(=O)c1nsc2ccccc12	-2.9%	-6.9%	.	17.0%	-4.4%	1.4%	31.2%[59 µM]	-6.7%[60.1 µM]	-1.2%
CCS(=O)(=O)Nc1ccccc1C(N)=O	-0.6%	-3.5%	-4.0%	-16.3%	56.6%[activator]	-19.4%	25.7%[12.7 µM]	-4.7%	-6.6%
C=C(C)C1Cc2c(C)nn(-c3nc(C)cc(C)n3)c2C1 (stereo not drawn)	27.5%	?	-1.2%	-11.1%	?	-29.5%	15.4%[2.33 µM]	5.6%	-0.9%
CC(=O)Nc1ccc(N=Cc2c(O)c3ccccc3oc2=O)cc1	2.9%	15.0%	-3.5%	7.9%	-31.2%	8.9%	10.3%	2.2%	-9.8%
CN1CC[n+]2c(CN3C(=O)c4ccccc4C3=O)csc21	-10.4%	-7.4%	0.3%	-1.9%	4.9%	?	?	-8.5%	2.0%
COc1ccc(CCn2c(NN)nc3c2c(=O)[nH]c(=O)n3C)cc1	7.6%	4.2%	6.0%	89.1µM*	25.1µM*	-17.2%	.	-18.6%	-6.6%
Cc1ccc(NC(=O)CSc2ccc(-c3cccs3)nn2)cc1Cl	-18.7%	-7.9%	.	-7.9%	?	-35.7%	-6.3%[59 µM]	-13.2%	-3.3%
S=C(Nc1cc(Cl)cc(Cl)c1)N1CCCC1	35.1%	-3.4%	-9.4%	-3.9%	-14.7%	-0.6%	.	-2.2%	-2.2%
O=C(NCc1nnnn1-c1ccc(F)c(F)c1)c1ccc(S(=O)(=O)N2CCOCC2)cc1	.	.	-3.8%	-10.8%	20.0%	14.0%	?	-4.4%	.
Cc1cc(C)c2nc(SCC(=O)Nc3cc(C)on3)c(C#N)cc2c1	25.1%	4.5%	28.9%	-6.1%	-3.1%	-0.3%	-11.4%	-5.7%	-7.0%
Cc1ccc(S(=O)(=O)N(C)CCCC(=O)NC(C)(C)C)cc1	0.1%	-6.0%	-2.0%	-20.0%	73.8%[activator]	-9.3%	-22.5%	1.1%	-2.2%
O=[N+]([O-])c1ccc(S(=O)(=O)NCc2nc3cccnc3n2Cc2ccccc2Cl)cc1	6.3%	3.4%	.	-14.5%	9.5%	1.7%	23.5%[59 µM]	-4.8%[60.1 µM]	-0.2%
COc1cccc(-c2nc(-c3ccccn3)no2)c1OC	20.6%	-2.7%	2.8%	-5.3%	-2.6%	2.3%	6.6%[12.7 µM]	5.0%	1.9%
CCN(CC(=O)NCc1ccc(Cl)cc1)C(=O)CSc1cc(C)ccc1C	.	.	-6.9%	-9.4%	21.5%	-4.4%	?	-11.6%	.
CC(=O)Nc1nc(C)c(-c2csc(Nc3cccc([N+](=O)[O-])c3)n2)s1	?	-15.9%	-2.6%	?	?	-1.9%	20.3%[59 µM]	-6.2%	-16.3%
C/C(=N\Nc1cc(-c2ccccc2)nc(-c2ccccc2)n1)c1ccc(O)c(C)c1	4.1%	-2.9%	5.8%	-10.7%	8.0%	-32.9%	-8.2%	-15.0%	-10.6%
COc1ccc(CNC(=O)CN(C(=O)CCC(=O)Nc2ccccn2)c2ccccc2OC)cc1	2.0%	-12.5%	-5.3%	-7.5%	5.7%	4.2%	-1.2%	-10.9%	0.4%
Cc1ccncc1C(N)=O	1.1%	4.9%	-0.3%	14.4%	7.1%	-10.8%	?	9.9%	-0.4%
CC(C)n1cc(/C=C2/SC(=O)N(CC(=O)Nc3ccc4c(c3)OCO4)C2=O)c2ccccc21	28.1%	-13.0%	-6.1%	-8.5%	24.3%	-5.9%	47.3%[12.7 µM]	-3.2%	-4.1%
COc1cccc(CN(C)C(=O)CN2C(=O)NC(c3ccccc3)(c3ccccc3)C2=O)c1OC	.	.	-22.3%	-24.5%	14.2%	-1.1%	-4.2%[59 µM]	-4.0%	.

# Exported with two lines to a compound: 2 of the compounds above
# Second line of a record: Pol beta inh, Anesthetic bind, APEX1 inh, POLH inh, POLI inh, BAZ2B block, G9a block, Pol kappa inh, BLM inh
- CC(C)n1cc(/C=C2/SC(=O)N(CC(=O)Nc3ccc4c(c3)OCO4)C2=O)c2ccccc21
→ 28.1%, -13.0%, -6.1%, -8.5%, 24.3%, -5.9%, 47.3%[12.7 µM], -3.2%, -4.1%
- COc1cccc(CN(C)C(=O)CN2C(=O)NC(c3ccccc3)(c3ccccc3)C2=O)c1OC
→ ., ., -22.3%, -24.5%, 14.2%, -1.1%, -4.2%[59 µM], -4.0%, .

# Carrying on.
mol	Pol beta inh	Anesthetic bind	APEX1 inh	POLH inh	POLI inh	BAZ2B block	G9a block	Pol kappa inh	BLM inh
O=C(CCc1nc(-c2ccccc2F)no1)NC1CCCCC1	-4.1%	-4.4%	15.9%	-0.7%	7.4%	11.5%	6.4%[59 µM]	-6.9%	-2.1%
C[C@@](O)(/C=C/[C@H]1CC=CC(=O)O1)[C@@H](C[C@@H](O)\C=C/C=C\C=C\CO)OP(=O)(O)O	.	-2.5%[15.3 µM]	-1.9%[12.4 µM]	.	.	.	-2.9%[12.7 µM]	?	-1.5%[12.4 µM]
CCN(CC(=O)Nc1c(F)cccc1F)C(=O)CCCc1cccs1	.	.	1.4%	-2.4%	-13.3%	-2.0%	28.2%[12.7 µM]	-23.5%	.
COc1cc(C(=O)NNC(=S)Nc2ccc(S(N)(=O)=O)cc2)cc(OC)c1OC	-13.5%	-7.4%	-3.7%	-17.1%	51.7%[activator]	-23.1%	8.91µM*	5.5%	1.5%
Cn1c(=O)c2c(nc(SCCN3CCOCC3)n2Cc2ccc(F)cc2)n(C)c1=O	0.4%	-14.5%	0.3%	-19.0%	74.0%[activator]	-23.6%	9.4%[59 µM]	-4.0%	1.1%
Cc1ccc2c(=O)cc(C(=O)NCc3ccccc3)oc2c1C	20.4%	0.9%	-12.4%	3.2%	?	4.2%	-1.3%	-14.0%	1.1%
CCOn1c(SC(C)C)nc2ccccc2c1=O	0.8%	-19.4%	4.0%	-11.5%	-5.7%	1.3%	-18.3%[59 µM]	-6.2%	-8.9%
CCOc1ccc(Cn2nnc(C(=O)Nc3cc(OC)cc(OC)c3)c2N)cc1	15.2%	-0.8%	-4.6%	-13.2%	-1.8%	11.0%	3.8%	-41.4%	-4.7%
Cn1c(=O)c2c(nc(NCc3ccco3)n2CC(O)CO)n(C)c1=O (stereo not drawn)	1.6%	-0.9%	3.7%	-5.3%	8.7%	-18.7%	5.7%	-3.8%	1.5%
COc1ccccc1NC(=O)CC1CCCC1	34.5%	-15.0%	3.6%	-12.2%	-5.9%	8.5%	22.8%	4.8%	-1.9%
CCOc1ccc(S(=O)(=O)c2cn(Cc3ccc(OC)cc3)c3ccc(F)cc3c2=O)cc1	23.0%	-5.9%	.	-9.6%	18.1%	-5.2%	-8.0%[59 µM]	-9.9%	-5.7%
COc1cc(-c2c(-c3cc(OC)c(OC)c(OC)c3)noc2C)ccc1F	-2.8%	-2.5%	-21.7%	-15.6%	-11.8%&47.0%	4.0%	1.4%	-15.1%&-13.1%	-6.6%
COCCN(Cc1ccco1)C(=O)C1CCCN(c2ncnc3c2nc2n3CCCCC2)C1 (stereo not drawn)	28.5%	-6.9%	61.6%[activator]	-12.3%	-2.9%	-31.7%	-4.0%	13.4%	1.9%
Cc1c(C)c2ccc(OCC(=O)N3CCN(c4ccc(F)cc4)CC3)c(C)c2oc1=O	31.5%	-5.4%	3.9%	-16.8%	15.8%	-24.3%	24.1%	-0.3%	-4.3%
CC(C)c1ccc(CN2CC(C(=O)Nc3ccccc3)CC2=O)cc1 (stereo not drawn)	-2.1%	-17.9%	-6.2%	-8.8%	2.6%	-4.8%	-8.7%	-6.5%	-4.7%
O=C1Nc2ccc(Br)cc2/C1=C/C1CC=CCC1 (stereo not drawn)	0.1%	?	-10.6%	-12.1%	?	-1.7%	11.0%[59 µM]	-13.8%	-15.7%
O=C(c1csnn1)N1CCC2(CC1)CN(c1ncccn1)C2	.	.	11.9%	.	.	.	-6.7%[12.7 µM]	0.9%[60.1 µM]	4.9%
CCN(CC)c1ccc(NC(=O)CSc2nnc(N)s2)cc1C	8.2%	?	-1.4%	-5.1%	17.8%	-18.4%	56.2µM*	-3.5%	2.9%
COC(C(=O)Nc1ccc(Cl)cc1C)c1ccccc1 (stereo not drawn)	6.0%	-9.3%	4.6%	-6.3%	10.1%	-8.6%	8.91µM*	0.7%	6.6%
Cc1ccc(NC(=O)C(C)OC(=O)CSc2ccccc2)cc1 (stereo not drawn)	.	.	-4.1%	-9.6%	65.3%[activator]	.	.	-17.1%	.
Cn1nc(-c2ccc(N3CCOCC3)c(NS(=O)(=O)c3ccc(Cl)cc3)c2)c2ccccc2c1=O	37.1%	-11.0%	0.8%	-9.8%	6.9%	-35.4%	35.1%[0.501 µM]	-2.8%	-6.0%
O=C(/C=C/c1cn(-c2ccccc2)nc1-c1ccccc1)Nc1ccc(C(=O)O)cc1	-17.7%	-0.6%	5.9%	?	?	?	?	-18.4%	2.7%
CN(C)c1cccc2c(S(=O)(=O)N3CCCC3)cccc12	-14.4%	40.4%[activator]	46.1%[activator]	-15.1%	-15.2%	100.9%[activator]	1.3%[2.33 µM]	-20.9%	-4.2%
